# APJ ag – agonists of human apelin receptor APJ, primary screen, CHO-K1 cells, PathHunter beta-arrestin, luminescence; 0% DMSO wells, 100% apelin; activation, % at 20 µM; 330,000 tested, 0.11% active; AID 2520, 2010;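 active means activation more than six SD over the plate average, tested at 20 µM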;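 further: 0% = DMSO alone and 100% = apelin-13 at 10 nM; some results filed as inactive read as strong as hits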
# Target sequence (P35414 whole entry, looked up): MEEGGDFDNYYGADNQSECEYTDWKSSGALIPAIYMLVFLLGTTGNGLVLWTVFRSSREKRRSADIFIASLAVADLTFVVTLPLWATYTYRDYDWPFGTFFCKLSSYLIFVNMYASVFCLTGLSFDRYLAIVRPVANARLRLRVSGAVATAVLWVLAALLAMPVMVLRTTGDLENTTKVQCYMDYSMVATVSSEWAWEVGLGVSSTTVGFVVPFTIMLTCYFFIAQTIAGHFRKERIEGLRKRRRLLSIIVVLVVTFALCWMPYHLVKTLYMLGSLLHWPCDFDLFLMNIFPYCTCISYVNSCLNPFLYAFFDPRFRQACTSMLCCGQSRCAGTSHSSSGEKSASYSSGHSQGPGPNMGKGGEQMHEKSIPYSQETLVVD
#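 Material: engineered CHO-K1 APJ arrestin reporter cells; amount: 1000 CHO-K1 reporter cells seeded per well; incubation: compound stimulation 90 min at 25 °C, detection 60 min; signal: luminescent beta-gal fragment complementation, chemiluminescent substrate; read-out basis: APJ agonist activity; controls: DMSO-only wells as negative, 10 nM Apelin-13 as positive control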
# EBI2 block – EBI2 receptor antagonists, beta-arrestin recruitment, primary screen, cell-based, luminescence, 7a,25-OHC stimulation, uHTS | 7a,25-OHC stimulated | inhibition, % at 5 µM | 360,000 tested, 0.81% active | AID 651636, 2012; in the data active means inhibition above about 38%;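 further: enzyme fragment complementation signal reports receptor beta-arrestin coupling in cells; 0% = agonist plus DMSO wells and 100% = wells without agonist; some results beyond the cut were filed as inactive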
# CCR6 antagonist – CCR6 receptor antagonists, primary screen, cell-based, CHO-K1, luminescence, beta-arrestin, uHTS; AID 493098, 2011; CHO-K1 CCR6 PathHunter beta-arrestin, CCL20-stimulated; 340,000 tested, 0.49% active; C-C chemokine receptor type 6 (Homo sapiens), P51684; inhibition, % at 20 µM;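 active means compounds whose inhibition of the agonist-driven luminescence signal at 20 µM reaches about 50%, limit read from the data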;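 further: cells stimulated with CCL20 at 14 nM final; plate controls were DMSO with CCL20 for no effect and DMSO without agonist for full effect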
# Target sequence (P51684 whole entry, looked up): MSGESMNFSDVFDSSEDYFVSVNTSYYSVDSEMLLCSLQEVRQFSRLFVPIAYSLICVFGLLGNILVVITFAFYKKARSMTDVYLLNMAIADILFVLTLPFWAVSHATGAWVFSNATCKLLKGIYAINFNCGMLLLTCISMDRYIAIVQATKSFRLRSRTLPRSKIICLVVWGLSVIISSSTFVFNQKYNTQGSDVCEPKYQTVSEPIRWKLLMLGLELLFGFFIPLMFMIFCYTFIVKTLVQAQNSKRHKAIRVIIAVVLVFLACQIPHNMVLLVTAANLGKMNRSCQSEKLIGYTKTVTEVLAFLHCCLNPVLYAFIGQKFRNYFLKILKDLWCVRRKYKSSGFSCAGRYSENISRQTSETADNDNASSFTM
# Mdm2-MdmX inh – inhibitors of human Mdm2-MdmX association, primary screen, cell-based, luminescence, split luciferase, SaOS-2, uHTS; inhibition, % at 8 µM; SaOS-2 split-luciferase Mdm2/MdmX complementation; Protein Mdm4 (Homo sapiens) + E3 ubiquitin-protein ligase Mdm2 (Homo sapiens), …; AID 485346, 2010; 330,000 tested, 3% active;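 active means inhibition of at least 50% at 8 µM in the primary screen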
# UPR XBP1 act – activators of adaptive XBP1 UPR arm, primary screen, cell-based, CHO-XBP1 luciferase reporter, luminescence, uHTS | IRE1-XBP1 UPR activation; percent of tunicamycin response, DMSO as zero | activation, % at 20 µM | 330,000 tested, 0.33% active;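 active means versus positive control, 20 µM dose yields 30% or more activation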;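 further: 100% = tunicamycin at 10 µg/mL and 0% = DMSO only wells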
#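 Material: CHO-XBP1 cells stably carrying IRE1-XBP1-driven luciferase reporter | Medium: F12 with 10% serum | Compound dosing: 20 µM single concentration, DMSO 1% | Incubation: Overnight seeding at 37 °C, 6 h compound treatment at 37 °C | Detection: Steady-Glo luminescence read | Read-out basis: % activation of reporter signal versus tunicamycin and DMSO controls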
# CHOP UPR activ – activators of apoptotic CHOP UPR arm, primary screen, cell-based, CHO-CHOP luciferase reporter, luminescence, uHTS; AID 449763, 2010; UPR activation; percent of tunicamycin response over DMSO baseline; 330,000 tested, 0.34% active; activation, % at 10 µM;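 active means at 10 µM dose, activation of 40% or more, normalized to positive control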;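 further: 100% = tunicamycin at 10 µg/mL and 0% = DMSO alone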
#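 Material: CHO-CHOP cells, stable luciferase reporter of PERK-eIF2a-CHOP signalling; quantity: 500 reporter cells seeded per well; buffer or medium: F12 medium containing 10% fetal bovine serum; compound: one dose, 10 µM in 0.5% DMSO; incubation: 6 h compound treatment, 37 °C; measured by: Steady-Glo luciferase luminescence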
# CXCR6 block – CXCR6 receptor inhibitors, primary screen, cell-based, beta-arrestin, luminescence, CHO-K1 PathHunter, 1536-well; inhibition, % at 20 µM; 360,000 tested, 0.36% active; in the data active means inhibition above about 34%, passing the limit was not always enough;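 further: antagonist mode with CXCL16 agonist at 10 nM final; 0% = 10 nM CXCL16 with DMSO and 100% = unstimulated wells without agonist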
# Target sequence (O00574 whole entry, looked up): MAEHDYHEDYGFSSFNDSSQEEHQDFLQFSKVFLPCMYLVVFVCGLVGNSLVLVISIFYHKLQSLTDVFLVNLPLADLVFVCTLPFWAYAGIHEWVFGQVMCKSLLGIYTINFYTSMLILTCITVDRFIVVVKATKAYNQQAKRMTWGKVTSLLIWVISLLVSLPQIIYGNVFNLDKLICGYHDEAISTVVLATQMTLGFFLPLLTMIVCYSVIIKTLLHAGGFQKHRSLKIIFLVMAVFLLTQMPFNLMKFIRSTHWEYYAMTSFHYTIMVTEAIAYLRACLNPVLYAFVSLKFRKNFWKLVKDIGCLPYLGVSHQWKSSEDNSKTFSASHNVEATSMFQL
# tim23-1 inh – growth inhibitors of tim23-1 mutant yeast, primary screen, luminescence, uHTS. S. cerevisiae tim23-1 growth, BacTiter-Glo luminescence, 24 h. inhibition, % at 20 µM. 330,000 tested, 1.3% active;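 active means growth inhibition of the mutant yeast at or above 50%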;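 further: temperature-sensitive mutant grown at 25 °C; plate controls were DMSO-treated mutant yeast for no effect and medium wells lacking yeast for full effect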
# APJ antag – antagonists of human apelin receptor APJ, primary screen, CHO-K1 cells, beta-arrestin complementation, luminescence | P35414 | inhibition, % at 20 µM | 330,000 tested, 0.32% active | AID 2521, 2010;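 active means inhibition above about 40% at 20 µM, limit read from the data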;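 further: cells challenged with 10 nM apelin-13 agonist together with compound; plate controls were apelin-13 plus DMSO wells for no effect and DMSO wells lacking apelin-13 for full effect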
# * = called active by the depositor; x = not tested or not shown. This is a subset (hit frequency here may not be typical).
SMILES,APJ ag,EBI2 block,CCR6 antagonist,Mdm2-MdmX inh,UPR XBP1 act,CHOP UPR activ,CXCR6 block,tim23-1 inh,APJ antag
Cc1ccccc1N1CC(C(=O)NC2CCCC2)CC1=O (stereo unspecified),1,-3,-3,-8,7,0.7,-1,-5,-4
COC(=O)C1=C(SC)N(c2ccccc2)C(c2ccccc2)CC1=O (stereo unspecified),1,-1,7,-19,3,3.6,4,9,1
CC(C)[C@H]1C(=O)Nc2ccccc2N1C(=O)N[C@@H](Cc1ccccc1)C(=O)N[C@@H](Cc1ccccc1)C(=O)O,-5,2,18,23,2,0.4,3,11,19
COCc1ccc(CN2CCC(C(=O)Nc3cccc(-c4cscn4)c3)CC2)o1,-4,-3,10,20,-4,-0.2,2,-15,10
CC(C)CCn1cnc2c1c(=O)n(C)c(=O)n2C,-2,-16,10,-4,-3,-1.5,5,12,12
CC(C)c1ccc(NC2(C#N)C(=O)Nc3ccccc32)cc1 (stereo unspecified),-4,2,40,-2,-3,-0.4,2,26,33
Cc1ccc2[nH]c(=O)c(CN(CCO)C(=O)NCc3ccccc3)cc2c1,-3,-7,14,13,-5,-0.5,3,15,13
CC(=O)Nc1ccc(S(=O)(=O)NCCC(=O)NCCOc2ccccc2)cc1,-3,-9,3,-8,0,1.4,4,5,-3
O=C1OC(c2ccc(Cl)cc2)=C/C1=C/c1cccnc1,-2,2,-2,16,-6,2.2,20,29,12
Cc1ccccc1-n1c(C)cc(/C=N/NC(=O)c2ccncc2)c1C,-5,3,0,1,8,4.4,2,19,-6
NS(=O)(=O)c1cccc(NC(=O)CSc2ncc(C(F)(F)F)cc2Cl)c1,3,-7,14,15,-1,-1.5,-10,9,-2
CCCN(CC(=O)Nc1ccccc1OC)C(=O)c1nc2nc(C)ccn2n1,-2,1,-2,6,0,-0.4,-4,2,-7
CCCCCCSc1ncc(C#N)c(N)n1,0,3,14,0,1,2.4,1,6,-6
COC(=O)C(Cc1ccccc1)NC(=O)C12CC3CC(CC(C3)C1)C2 (stereo unspecified),-5,0,20,11,0,0.3,0,29,-5
OCCN(C=NC1=NN(c2cccc(C(F)(F)F)c2)CC1)CCO,2,-5,10,10,0,3.0,-13,2,-16

# 3 compounds drawn at random from the list so far:
SMILES,APJ ag,EBI2 block,CCR6 antagonist,Mdm2-MdmX inh,UPR XBP1 act,CHOP UPR activ,CXCR6 block,tim23-1 inh,APJ antag
CCCCCCSc1ncc(C#N)c(N)n1,0,3,14,0,1,2.4,1,6,-6
COC(=O)C(Cc1ccccc1)NC(=O)C12CC3CC(CC(C3)C1)C2 (stereo unspecified),-5,0,20,11,0,0.3,0,29,-5
NS(=O)(=O)c1cccc(NC(=O)CSc2ncc(C(F)(F)F)cc2Cl)c1,3,-7,14,15,-1,-1.5,-10,9,-2

# Further entries.
SMILES,APJ ag,EBI2 block,CCR6 antagonist,Mdm2-MdmX inh,UPR XBP1 act,CHOP UPR activ,CXCR6 block,tim23-1 inh,APJ antag
CC(OC(=O)c1ccc(=O)n(Cc2ccccc2)n1)C(=O)Nc1cccc(Cl)c1 (stereo unspecified),-4,2,9,27,-4,1.0,1,6,2
O=C(CSc1nc(=O)n2ccccc2n1)NCc1ccc(F)cc1,1,0,7,-7,-1,-0.2,3,-10,9
CCOC(=O)[C@H]1[C@H]2COc3ccccc3[C@@H]2N2C(=O)c3cc(Cl)ccc3NC(=O)[C@@]12C,0,0,2,5,-3,1.7,1,14,-24
CC(C)(C)OC(=O)[C@H](Cc1ccccc1)NC(=O)c1nc[nH]c1C(=O)NCc1ccccc1,-5,-31,6,29,-2,-1.1,4,24,-4
S=C(NCc1ccc(Cl)c(Cl)c1)NCc1ccco1,1,-4,16,19,-2,-0.5,3,39,-43
COc1ccc(C2=NO[C@@H]3C(=O)N(c4ccc5c(c4)OCCO5)C(=O)[C@H]23)cc1OC,0,-1,-13,12,-2,-2.9,-2,4,5
COc1ccc(CC(=O)Nc2ccccc2N2CCOCC2)cc1OC,-1,-1,4,17,-2,-0.5,10,7,-9
COc1cc2c(cc1OC)-c1nnc(C)n1C(C)(C)C2,-2,-10,1,-12,-1,-1.9,-2,1,-12
COC(=O)c1ccc(CSc2nc3scc(-c4cccs4)c3c(=O)[nH]2)o1,-2,-11,8,-6,2,2.0,-8,11,2
CCOC(=O)C[C@H]1c2ccc(C(F)(F)F)cc2S(=O)(=O)N1C1CCCC1,-3,5,9,20,0,0.8,-2,10,18
CCCc1c(C(=O)NNc2cc(C(F)(F)F)ccc2Cl)cnn1-c1ccccc1,-2,-27,-9,-7,0,-0.3,8,9,1
COC(=O)C[C@H]1c2cc(F)ccc2S(=O)(=O)N1c1ccc(N(C)C)cc1,3,-21,5,19,-4,0.0,-1,19,-65
Oc1ccc(Cc2ncc(C(F)(F)F)cc2Cl)cc1,-2,-11,8,-16,-1,0.3,-4,17,10
Cc1ccc(C)c(NC(=O)CCC(=O)NNC(=O)COc2cc(C)ccc2C)c1,-4,3,4,16,-3,-1.3,8,5,8
O=S(=O)(NCc1ccncc1)c1ccc(Br)s1,1,-9,0,14,0,3.6,-12,6,-8
COc1ccccc1C(=O)Nc1c(C)cc(Br)cc1C,-1,4,17,12,0,-3.5,-3,46,-1
CCc1c(C)nc2ccc(Br)cc2c1SCCC#N,-3,3,12,67*,3,-0.8,-7,29,-2
COc1ccc(OC)c(/C=N/Nc2cc(C)nc(N3CCOCC3)n2)c1,1,1,8,11,-2,0.4,2,8,10
C=CC[C@@H](CC(=O)N[C@@H](CO)Cc1ccccc1)C(=O)N[C@@H](C)COC(=O)[C@@H](CC=C)Cc1ccc(F)cc1,1,2,-1,-6,4,0.1,-3,11,-2
COc1cccc(-c2c(-c3cc(OC)cc(OC)c3)n(C)c3ccc(Br)cc23)c1,-1,9,10,-9,-1,2.3,1,13,16
N/C(=N\c1nc2ccccc2o1)NC(=O)c1ccccc1Br,-2,2,19,-26,1,4.7,-2,2,15
COC(=O)c1ccccc1NC(=O)C12CC3CC(C1)CC(n1cnc(Cl)n1)(C3)C2,3,3,16,1,1,2.0,10,41,5
Cc1ccc(S(=O)(=O)c2cc(O)ccc2O)cc1C,0,-18,-1,18,0,-0.7,-14,8,-22
COc1ccc(N2CCN(C(=O)Cc3ncc(C(F)(F)F)cc3Cl)CC2)cc1,-3,1,-9,26,-2,-1.2,2,19,10
CCOc1ncccc1C(=O)OCC(=O)Nc1cc(C(C)(C)C)ccc1OC,2,0,9,2,3,1.0,-8,23,7
CCCCOc1ccccc1C(=O)N(Cc1ccco1)C1CCS(=O)(=O)C1 (stereo unspecified),-3,-3,16,15,1,-2.2,7,15,-3
CCN(CC)C(=O)C1CCCN(C/C=C/c2ccccc2[N+](=O)[O-])C1 (stereo unspecified),-2,-2,4,0,-2,-1.4,-8,12,6
Cc1ccc(NC(=O)CCC(=O)NNC(=O)COc2ccccc2)cc1C,-1,14,3,-5,-4,0.3,-4,3,-22
Cc1cc(C)nc(SCC(=O)Nc2ccc(S(=O)(=O)NCCO)cc2)n1,-1,-1,-8,13,3,-0.1,6,-4,-21
O=C(NS(=O)(=O)NC1CCCCC1)C1=C(N2CCCC2)COC1=O,-3,0,0,-12,-2,2.5,-2,17,7
CCOC(=O)NC1(NC(C)C)Oc2ccccc2O1,1,-11,-5,-6,-1,0.6,-1,14,9
OC(CN1CCC(Cc2ccccc2)CC1)C(F)(F)F (stereo unspecified),-1,-6,-4,-43,2,-1.1,-3,10,-6
c1ccc(Nc2ncnc3c2oc2ccccc23)cc1,-1,-2,11,-42,5,10.0,0,-4,13
Cc1nnc(SCC(=O)N2CC(=O)Nc3ccccc32)s1,-3,0,-18,-1,-2,-0.4,2,11,0
COc1ccc(OC)c(C(=O)c2c(C)oc3cc(Br)c(O)c(CN(C)C)c23)c1,3,-1,1,25,-4,-0.4,-9,16,9
CC(C)CC(=O)Nc1cccc(-c2nc3ccccc3o2)c1,-3,19,-2,4,6,3.0,-7,29,-16
COc1ccccc1-n1cnnc1SCC(=O)NC1CCS(=O)(=O)C1 (stereo unspecified),0,-4,13,-6,2,-0.2,5,1,-1
O=C(N/N=C\c1ccncc1)c1ccc(Cl)s1,5,-6,22,21,29,0.6,-4,19,-14
CC(=O)NC(=S)Nc1ccc(NC(=O)c2cccnc2Cl)cc1,-1,-10,4,14,-1,0.9,-15,31,0
Cc1nc(CNS(=O)(=O)c2ccc3c(c2)OCCO3)cs1,-2,6,18,-21,-2,1.2,0,13,2
CC/C(=N/NS(=O)(=O)c1ccc(Cl)cc1)c1ccc(O)cc1,-3,-6,2,-31,-5,-0.4,-19,22,-9
COc1ccccc1Nc1nnc(SCC(=O)N2CCCC2)s1,2,-2,3,-29,1,1.3,-2,25,4
CC(=O)c1cnc(Nc2nc(C)c3ccccc3n2)nc1C,-1,x,x,2,-1,1.7,x,13,-1
COc1cc(/C=N/NC(=O)C[n+]2ccccc2)cc(OC)c1OC,-2,-1,16,9,0,1.4,-6,6,-4
COc1cc2c(cc1OC)C(C)N(C(=O)C1=NN(c3cccc(C)c3)C(=O)CC1)CC2 (stereo unspecified),11,-5,5,2,-4,-0.8,6,23,-10
CN1CCN(/N=C/c2ccc(N(c3ccccc3)c3ccccc3)cc2)CC1,-3,13,15,29,2,-0.4,10,76*,-12
CC(=O)Nc1cc(S(=O)(=O)Nc2ccc(C)cc2)c(C)cc1C,-1,-5,13,-10,0,-0.7,9,4,9
NC(c1ccccc1)c1ccncc1 (stereo unspecified),-5,-9,8,14,-1,0.1,4,11,21
CN(C)c1nc(N)c2ncc(=S)[nH]c2n1,-5,-3,-12,4,-5,-1.9,-11,7,-4
Cc1cc(-c2ccccc2)c(C#N)c(N)n1,-3,2,11,27,4,0.0,4,1,8
Cc1cc(/C=C2\NC(=S)NC2=O)c(C)n1-c1cccnc1,-1,-5,2,28,10,2.1,-4,9,-18
O=C(C1=C(O)C(=O)N(CC2CCCO2)C1c1cccnc1)c1ccco1 (stereo unspecified),2,-4,10,3,-2,-1.1,-9,6,5
CCCc1cc(NCCCO)n2c(nc3ccccc32)c1C#N,2,-14,-1,13,5,-1.7,-9,5,2
COc1cc(/C=N/NC(=O)Cn2ccc(C(F)(F)F)n2)cc(OC)c1OC,-1,-6,6,-2,-2,-1.6,15,0,5
COc1ccc(/C=N/S(=O)(=O)CCc2ccccc2)c(OC)c1,0,-3,8,1,-2,0.6,-5,5,-5
